Screens from PubChem.
Yeast superoxide – lowers age-related superoxide in aged yeast cells; S. cerevisiae aged cells, superoxide DHE fluorescence; hits give low values; 330,000 compounds, 0.18% hits; superoxide response (% of plate mean), % at 10 µM;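 active = superoxide response under a set limit, about three screen SD below normal, cut at about 65% in these data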;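 note: yeast aged for seven days with compound at 30 °C before DHE staining; 100% = average MFI of all compound-treated wells on the plate with controls excluded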
MEP2 TOR yeast – modulators of TOR pathway MEP2-GFP in S. cerevisiae | 330,000 compounds, 0.51% hits | S. cerevisiae MEP2-GFP strain, flow cytometry GFP, 3 h; 100% = DMSO control level | GFP response vs DMSO, % at 10 µM;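 active = GFP response versus DMSO above a set limit, roughly screen mean plus 3 SD, cut at about 180% in these data; inconclusive = fewer than 70 cells counted for a yeast strain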;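 note: median GFP fluorescence of the barcode-gated MEP2-GFP cells per well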
LAP4-GFP MLPCN – modulators of TOR pathway LAP4-GFP in S. cerevisiae | GFP response vs DMSO, % at 10 µM | 320,000 compounds, 0.34% hits | S. cerevisiae LAP4-GFP multiplex, flow cytometry GFP, 3 h; median GFP as percent of DMSO wells;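 active = GFP response vs DMSO above a set limit, about the screen mean plus 3 SD, cut at about 150% in these data; inconclusive = under 70 cell events counted for the yeast strain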
AHR activator – human AHR activation; activation, % at 5 µM; AHR-responsive luciferase reporter cells, luminescence; P35869; AID 2796; 320,000 compounds, 2.5% hits; in the data active = activation above about 47%;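 note: 0% = vehicle wells and 100% = reference agonist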
Target sequence (P35869 whole entry, looked up): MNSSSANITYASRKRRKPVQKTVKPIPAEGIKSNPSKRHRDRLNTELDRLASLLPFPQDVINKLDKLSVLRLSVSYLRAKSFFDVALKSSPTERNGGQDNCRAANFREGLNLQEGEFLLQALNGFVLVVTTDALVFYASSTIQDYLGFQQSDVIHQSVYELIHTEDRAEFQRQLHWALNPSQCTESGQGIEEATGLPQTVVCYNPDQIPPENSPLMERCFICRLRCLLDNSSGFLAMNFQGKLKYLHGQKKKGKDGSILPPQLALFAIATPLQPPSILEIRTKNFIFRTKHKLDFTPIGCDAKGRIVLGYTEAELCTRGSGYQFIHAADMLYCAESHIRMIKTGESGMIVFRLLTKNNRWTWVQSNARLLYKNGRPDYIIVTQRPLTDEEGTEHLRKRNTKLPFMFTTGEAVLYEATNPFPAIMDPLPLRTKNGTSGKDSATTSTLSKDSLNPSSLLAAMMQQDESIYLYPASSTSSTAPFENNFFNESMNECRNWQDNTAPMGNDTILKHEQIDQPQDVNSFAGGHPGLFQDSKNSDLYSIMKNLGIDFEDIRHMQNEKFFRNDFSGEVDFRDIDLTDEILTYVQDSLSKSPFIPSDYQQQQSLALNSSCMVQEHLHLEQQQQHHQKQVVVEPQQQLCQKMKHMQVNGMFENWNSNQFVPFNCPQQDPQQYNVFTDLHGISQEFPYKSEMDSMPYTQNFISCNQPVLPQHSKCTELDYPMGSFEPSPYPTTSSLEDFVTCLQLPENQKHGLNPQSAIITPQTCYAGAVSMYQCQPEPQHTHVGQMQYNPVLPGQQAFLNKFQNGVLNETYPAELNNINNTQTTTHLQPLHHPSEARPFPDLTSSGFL
AGP1-GFP MLPCN – alters AGP1-GFP fluorescence in TOR pathway yeast screen. S. cerevisiae AGP1-GFP multiplex flow cytometry, 3 h; GFP as percent of DMSO wells. GFP response vs DMSO, % at 10 µM. 320,000 compounds, 0.02% hits. AID 2066;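 active = GFP response relative to DMSO above a set limit, near screen average plus 3 SD, cut at about 150% in these data; inconclusive = fewer than 70 cells counted for the yeast strain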;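 note: median GFP channel fluorescence of the gated AGP1 strain per well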
RPL19A-GFP yeast – alters RPL19A-GFP fluorescence in TOR pathway yeast screen; S. cerevisiae RPL19A-GFP strain, flow cytometry, 3 h; hits give low values; percent response vs DMSO, % at 10 µM; 330,000 compounds, 0.3% hits;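 active = percent response vs DMSO below 50%; inconclusive = fewer than 70 events counted for the yeast strain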;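 note: median channel GFP fluorescence of the barcoded RPL19A-GFP strain; ratio of sample median GFP to plate DMSO average so 100% = DMSO; lower means less RPL19A-GFP as with rapamycin TOR inhibition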
CIT2 TOR yeast – yeast TOR pathway CIT2-GFP modulation; AID 2029; 320,000 compounds, 0.065% hits; S. cerevisiae CIT2-GFP strain, flow cytometry, 3 h; 100 means same as DMSO wells; GFP response vs DMSO, % at 10 µM;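 active = GFP response relative to DMSO above a set limit, near the screen mean plus 3 SD, cut at about 150% in these data; inconclusive = Fewer than 70 cells measured for a yeast strain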;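 note: ratio of well median GFP fluorescence to mean of DMSO wells on the plate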
Efflux pump inh – blocks antifungal efflux pumps in multiplex yeast assay | S. cerevisiae Candida pump triplex, Nile Red efflux | inhibition, % at 10 µM | 330,000 compounds, 0.44% hits;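 active = plate passing quality check with inhibition over a set limit, or well fluorescence over plate mean plus 4 SD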;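 note: Nile Red retained in pooled yeast measured as flow cytometry median fluorescence; 0% = buffer negative control and 100% = Enniatin B positive control; higher means more Nile Red kept so more efflux inhibition; some compounds called inactive have numbers as strong as hits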
An asterisk follows results filed as active; ? = inconclusive; . = not tested or not shown; [ ] = another dose, or the depositor's remark.

SMILES	Yeast superoxide	MEP2 TOR yeast	LAP4-GFP MLPCN	AHR activator	AGP1-GFP MLPCN	RPL19A-GFP yeast	CIT2 TOR yeast	Efflux pump inh
CCn1ccnc1CN(C)C(=O)c1ccc(OC2CCN(CCc3ccccc3)CC2)cc1	91	105	118	-1	107	98	107	-0.1
O=C(O)CN1CCN(Cc2ccccc2F)C1=O	100	89	114	0	103	97	92	0.0
CCOc1ccc(C(=O)Nc2cc3c(cc2N2CCCC2)n(CC)c(=O)n3CC)cc1OCC	112	91	93	1	94	91	92	0.0
O=C1N[C@@H](Cc2ccccc2)C(=O)N2[C@@H]3N(S(=O)(=O)c4ccc(F)cc4)c4ccccc4[C@]3(Br)C[C@@H]12	93	95	106	-2	89	97	88	0.1
O=C(N1CCCCCC1)N1CCN(S(=O)(=O)c2ccccc2)CC1	90	98	97	-1	97	100	107	-0.8
CCOC(=O)c1ccc(NC(=O)C2CCN(S(=O)(=O)CC)CC2)cc1	97	111	96	0	99	96	96	0.0
CCOC(=O)C1CCCN(C(=O)Cn2nc(Cc3cccnc3)c3ccccc3c2=O)C1 (configuration not stated)	108	103	109	0	112	110	123	0.0
CC(=O)Nc1nc(Cn2nnc(-c3ccc4c(c3)OCO4)n2)nc(N(C)C)n1	104	99	107	8	100	93	95	0.2
Cc1cc(F)ccc1S(=O)(=O)Nc1ccccc1C(=O)NCc1ccccn1	95	95	88	0	93	94	100	-0.2
CCn1c(CCC(=O)O)nc2cc(S(=O)(=O)N(C)C)ccc21	94	101	106	0	97	94	97	-0.3
COc1ccc(C(O)P(=O)(OCCC(C)C)c2ccc(N(C)C)cc2)cc1 (configuration not stated)	102	107	84	0	96	103	101	0.0
C/C(=N\NC(=O)c1c(C)nc2ccccn12)c1ccc(N2CCOCC2)cc1	89	100	102	16	106	103	102	0.0
N#Cc1nc(-c2ccccc2)oc1N1CCN(C(=O)c2ccco2)CC1	89	99	82	4	89	102	107	0.1
CCOc1cccc2cc(C(=O)NCc3ccc(C)cc3)c(=N)oc12	105	91	88	2	93	93	93	-0.2
COc1ccc(NS(=O)(=O)c2ccc(N3CCOCC3)c(NC(=O)c3cccc(F)c3)c2)cc1	93	99	92	0	103	97	108	-0.1
COc1ccc(OCC(O)CNC(=O)c2ccccc2)cc1 (configuration not stated)	103	103	103	2	104	104	90	0.1
Cc1ccc(NC(=O)CCN2C(=O)NC3(CCCC3)C2=O)c(C)c1	94	99	101	-1	103	100	105	-0.1
CCCCOC(=O)c1sc2nc(N3CCOCC3)c3c(c2c1N)CC(C)(C)OC3	99	100	104	-4	95	95	86	0.2
Cc1nn(CC(=O)NC2CCS(=O)(=O)C2)c(C)c1S(=O)(=O)N(C)C (configuration not stated)	87	98	98	0	98	96	101	0.0
Cn1nc(C(F)(F)F)c(-c2ccc(F)cc2)c1NC(=O)c1ccco1	103	104	114	3	102	102	99	0.1
OCC[C@H]1C[C@H](O)[C@@H](O)[C@@]2(Cc3ccccc3CCO2)O1	103	86	97	1	81	96	70	0.1
CC(C)(C)n1ncc2c(=O)n(CC(=O)c3ccccc3)cnc21	89	102	97	4	100	102	100	0.1
O=C(CN1CCN(Cc2ccccc2Cl)CC1)N/N=C/C=C/c1ccco1	100	91	110	38	113	95	103	-0.1
CCN(C[C@H]1N[C@@](C)(C(=O)OC)[C@H]2C(=O)N(Cc3ccccc3)C(=O)[C@@H]12)C(=O)Nc1ccc(Cl)cc1	105	87	89	2	96	91	95	-0.1
C=CCN1C(=O)C2(/C(=C(\O)c3ccc4c(c3)OCCO4)C(=O)C(=O)N2CCCOC)c2ccccc21 (configuration not stated)	77	93	90	3	91	93	88	0.5
Cc1onc(-c2ccccc2)c1C(=O)Nc1nncs1	86	110	109	-1	110	110	106	0.0
CC(C)c1ccc(C(=O)NCc2ccc(Cl)cc2)cc1	98	101	110	5	101	102	91	-0.7
Cc1ccc(NC(=O)COC(=O)[C@H](C)NC(=O)c2ccccc2)cc1S(=O)(=O)N1CCOCC1	90	101	110	2	106	106	94	0.0
Cc1cc(CCC(=O)O)c(C)cc1CCC(=O)O	111	109	102	0	105	103	108	0.0
O=C(NCCc1ccccc1)C1=COCCO1	101	97	103	3	101	95	86	0.0
Clc1ccc(-c2nnsc2SCc2ccccc2)cc1	95	96	85	-3	98	99	106	0.0
CC(C)CCNC(=O)C1CC(c2cccc(F)c2)=NO1 (configuration not stated)	97	84	128	-2	79	93	85	-0.1
CCOC(=O)[C@@H]1[C@H]2COc3ccccc3[C@@H]2N2C(=O)N(c3ccccc3)C(=O)[C@@]12C	103	92	99	-1	80	94	70	-0.1
Cc1ccc(N=C/C(C(=O)C(F)(F)F)=C(\O)c2ccco2)cc1Cl	104	101	91	33	96	103	96	-0.1
COc1ccc(C(=O)N/N=C(/C)c2ccc(N3CCCCC3)cc2)cc1	104	98	95	21	97	104	105	0.0
CN(C(=O)COc1cc(=O)n(C)c2ccccc12)c1ccc(Br)cc1	100	102	104	31	106	100	101	0.0
Cc1ccc(S(=O)(=O)N2CCN(C(=O)COC(=O)c3cccc(Cl)c3)CC2)c(C)c1	82	105	110	-1	107	101	96	0.4
CC(=O)NN1CCc2cc3ccc(C)cc3nc21	91	96	105	9	99	88	100	-0.1
O=C(NN=C1CCCC1)c1cc(Cl)cc(Cl)c1O	103	98	86	1	103	107	110	-0.1
O=C(COC(=O)c1cccc(Br)c1)NCCc1ccccc1	89	97	101	1	101	105	100	0.0
CC(C(=O)N1CCc2ccccc21)N(C)CC(=O)Nc1cccc(F)c1 (configuration not stated)	107	99	103	8	96	97	101	0.1
CCOC(=O)C1CCCN(S(=O)(=O)c2cccc3cccnc23)C1 (configuration not stated)	87	98	98	-3	104	103	98	0.1
O=C(OCn1nnc2ccccc2c1=O)c1cc(-c2ccccc2Cl)nc2ccccc12	85	106	95	0	102	106	100	0.0
C=CCNS(=O)(=O)c1cc2c3c(c1)CCN3C(=O)CC2	99	98	99	0	106	103	100	-0.1
CC(/C=N/NC(=O)c1ccc(Cn2cc([N+](=O)[O-])cn2)o1)=C\c1ccccc1	96	117	114	30	103	121	105	0.0
O=C(CSc1ncn[nH]1)N/N=C/c1ccc(Br)cc1	95	98	88	16	98	94	107	-0.3
O=C(NCCN1C(=O)S/C(=C\c2cccnc2)C1=O)C1CC(=O)N(Cc2ccco2)C1 (configuration not stated)	103	99	99	8	106	100	94	0.1
COCCn1c(N)c(NCc2ccccc2)c(=O)n(CC(=O)Nc2cc(C)ccc2C)c1=O	95	98	103	-1	102	93	102	0.0
CCOC(=O)C1CCN(CC(=O)c2c(C)[nH]c3ccccc23)CC1	96	100	97	15	100	95	95	0.1
Cc1ccc(C)c(NC(=S)N/N=C2\CCc3ccccc32)c1	86	107	122	42	102	100	98	0.0
O=C(O)C1CCCN(S(=O)(=O)c2ccc(F)cc2)C1 (configuration not stated)	122	99	91	2	86	89	90	0.1
CC(C)c1cc(C(=O)O)on1	96	99	96	0	102	96	106	0.0
Cc1ccc(CNc2nc3c([nH]2)c(=O)n(C)c(=O)n3C)cc1	107	108	99	3	109	97	108	-0.2
CC(=O)Nc1nc2ccccc2n1CCN1CCOCC1	97	104	105	3	101	102	101	0.0
O=C(COC(=O)C12CC3CC(CC(C3)C1)C2)Nc1ccc(OC(F)F)cc1	90	99	109	0	107	101	97	-0.2
Cn1c(SCC(=O)Nc2ccc(NC(=O)c3cccc(F)c3)cc2)nnc1-c1ccncc1	92	107	95	-1	108	106	106	0.0

(more compounds)
SMILES	Yeast superoxide	MEP2 TOR yeast	LAP4-GFP MLPCN	AHR activator	AGP1-GFP MLPCN	RPL19A-GFP yeast	CIT2 TOR yeast	Efflux pump inh
O=c1oc2ccccc2nc1/C=C(O)/C=C\c1ccccc1	102	100	100	33	97	96	103	0.1
Cc1ccc(CSCC2Nc3ccc(C(=O)N4CCN(c5cccc(C)c5)C(C)C4)cc3NC2=O)cc1 (configuration not stated)	98	93	110	-1	95	93	100	-0.3
CC1CCCC2(C1)NC(=S)c1c(sc3c1CCCC3)N2 (configuration not stated)	101	105	110	33	106	103	107	0.0
O=C(OCc1nc2ccccc2s1)C1CCN(S(=O)(=O)c2cccs2)CC1	103	76[may fluoresce violet]	89[may fluoresce violet]	16	80[may fluoresce violet]	93[may fluoresce violet]	?	0.1
COc1ccc(CNCCNC(=O)c2cccs2)cc1OC	86	102	91	2	105	101	98	0.1
COc1ccc(OC(C)C(=O)N2CCc3ccccc3C2)cc1 (configuration not stated)	99	98	105	2	97	94	93	-0.1
Cc1cc(C)n2c3c(c(C#N)c2n1)CCCC3	96	98	108	13	98	102	94	0.0
O=C(Nn1cnnc1)c1cc(Cl)ccc1Cl	105	103	90	0	96	105	100	-0.1
O=c1ccnc(SCCc2ccccc2)[nH]1	103	106	96	-2	96	106	102	0.3
C=CCn1c(SCC(=O)NCc2ccc3c(c2)OCO3)nnc1-c1cccnc1	81	112	106	2	108	96	107	-0.2
O=C(c1ccc(NC2=NC3CS(=O)(=O)CC3S2)cc1)N1CCN(c2ccccc2)CC1 (configuration not stated)	114	100	99	-1	101	102	100	0.0
COC(=O)c1cccc2c1-c1ccccc1/C2=N/O	99	118	105	1	114	99	86	0.0
Cc1ccc(NC(=O)Nc2nc3ccccc3s2)cc1NC(=O)Nc1nc2ccccc2s1	106	107	89	54*	96	106	100	0.0
CCOC(=O)C1=C(C)OC(N)=C(C#N)C1c1ccccc1 (configuration not stated)	115	100	100	2	96	97	95	0.0
CC1=CC(C)(C)NC(=S)N1c1ccc(C)cc1	87	95	97	1	99	97	100	0.0
Cc1ccc(OCC(=O)N/N=C/c2cccn2C)cc1	100	99	.	8	89	95	93	-0.1
CCOC(=O)c1cnn(-c2ncnc3sc4c(c23)CCC4)c1N	108	101	107	33	94	99	99	0.0
O=C(CN(CCc1ccccc1)S(=O)(=O)c1ccc(Cl)cc1)N/N=C/c1ccccc1C(=O)O	106	100	105	1	93	95	79	-0.1
COc1ccc(C(O)(C(C)C)C(CN2CCOCC2)c2ccc(Cl)cc2)cc1 (configuration not stated)	119	115	94	2	98	102	101	0.1
Cc1ccc(OCC(=O)Nc2ccc3c4c(cccc24)CC3)c(C)c1	87	105	108	3	110	112	116	0.0
O=C(NCc1ccccc1)c1ccc(Oc2ccc(C(=O)NCc3ccccc3)cc2)cc1	94	102	98	-3	97	97	106	-0.2
COCCNC(=O)/C(C#N)=C/c1c(N2CCN(c3ccccc3)CC2)nc2c(C)cccn2c1=O	102	94	.	12	96	89	95	0.0
Cc1cc(Cl)ccc1C(=O)C1CCCN(C(=O)c2ccsc2)C1 (configuration not stated)	99	141	120	-4	100	102	97	0.1
O=C(COc1ncnc2ccccc12)Nc1ccc(S(=O)(=O)N2CCOCC2)cc1	104	98	107	-2	104	98	106	-0.1
CC(C)=C1C2CCC1C1C(=O)N(c3nc(-c4ccc(C(C)C)cc4)c(C)s3)C(=O)C21 (configuration not stated)	90	100	90	6	97	100	89	0.4*
Cc1ccc(-c2ccc(=O)n(Cc3cccc(Br)c3)n2)cc1	117	108	93	5	88	96	92	0.1
COc1ccccc1NS(=O)(=O)c1cc(NC(=O)c2cnccn2)ccc1N1CCOCC1	90	106	94	6	96	108	98	0.1
CCN1CCN(CCCNC(=O)C2CCN(c3nnc(-n4cccc4)s3)CC2)CC1	89	100	99	0	112	99	104	-0.1
